Insulin prom up – insulin promoter activators in MIN6 cells, imaging, high-content screening, mouse beta cells | MIN6 insulin promoter-GFP reporter; active compounds read high | z-score at 5 µM | 0.3% of 190,000 active | AID 1625, 2009;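 active means z-score above 3 at 5 µM with at least 500 cells counted in the well; inconclusive means wells under 500 cells, flagged as cytotoxic or low count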
TNAP activators – human TNAP enzyme activators, primary screen, biochemical, luminescent, no phosphate acceptor, uHTS (AID 1001); Alkaline phosphatase, tissue-nonspecific isozyme (Homo sapiens); purified TNAP, luminescent activation assay, no phosphate acceptor; higher activation fold means a stronger effect; activation fold at 20 µM, or EC50 in µM where a hit was titrated; 0.03% of 200,000 active; in the data active means activation fold from about 3, or a potency from the dose series; inactive means the rest, 99 in 100 with activation fold below about 1.6; further: many of its hits are not listed in these tables
T cell HTS – modulators of CD8 T cell-vesicle binding, primary screen, mouse 2C CD8+ T cells, flow cytometry | 2C CD8+ T cell-vesicle binding; active compounds read low | calls only at 7 µM | 0.068% of 330,000 active | AID 2052, 2009;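 active means response, share of CD8 T cells binding vesicles, and their 90th percentile fluorescence all below set limits, cut at about 80% in these data, passing the limit was not always enough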
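Assay system – 2C mouse CD8+ T cells · Also added – QL9-loaded Drosophila micro-vesicles · Timing – Cell–vesicle co-incubation 1.5 h at 37 °C, staining 20 min on ice · Signal – flow cytometry of vesicle-bound cells · Measure – percent CD8+ FL2 mean versus row control · Controls – Peptide-free naked vesicles (low) and QL9 vesicles with 0.7% DMSO vehicle (high)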
Lipid droplet – inhibitors of hepatocyte lipid droplet formation, primary screen, imaging, high-throughput imaging, BODIPY stain. 0.4% of 240,000 active. AID 1656, 2009. inhibition, % at 6.5 µM. AML12 mouse hepatocytes, oleate lipid droplets;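 active means lipid droplet intensity inhibited by at least 50%, with more than 500 cells counted; inconclusive means wells with under 300 cells, treated as cytotoxic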
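Material – mouse AML12 hepatocyte cell line, fixed after treatment · Compound dosing – one dose, 6.5 µM compound · Times – compound with oleate, overnight · Measured by – Image-based BODIPY and DAPI two-channel analysis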
MT stabilize HCS – microtubule stabilizers in HeLa cells, primary screen, imaging, high-content imaging | HeLa tubulin immunostaining HCS, 24 h; share of cells brighter than vehicle mean+2SD | % tubulin-high responders, % at 10 µM | 0.83% of 200,000 active | AID 2205, 2009;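 active means plate Z-score above 3 for both tubulin-high and condensed-nucleus cell shares, with cell loss under 80%, at 10 µM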;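 further: anti alpha tubulin signal scored within the nucleus-defined area of each cell; some results filed as inactive read as strong as hits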
Autophagy HCS – autophagy modulators in MEF cells, primary screen, imaging, high-content, MEF GFP-LC3. MEF GFP-LC3 puncta imaging; test concentration mostly 10 µM. calls only at 10 µM (by protocol). 0.98% of 190,000 active. AID 463193, 2010;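 active means percentage of spot-positive cells more than 3 SD above its plate mean, without a fluorescence outlier flag or 80% toxicity; inconclusive means no clear call, values can overlap the other calls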;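 further: spot-positive cell cutoff set from DMSO-treated cells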
b-catenin transl – modulators of beta-catenin nuclear translocation, primary screen, imaging, HeLa cells, immunofluorescence, high-content. nuclear translocation activity, % at 5 µM. 0.3% of 190,000 active;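 active means nuclear translocation activity above 50% at 5 µM, with a well cell count of 50 or more; inconclusive means wells under 50 cells across six images, flagged as toxic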;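 further: per-cell ratio of nuclear to cytoplasmic median beta-catenin stain intensity; plate controls were DMSO negative control for no effect and GSK-3 inhibitor IX positive control for full effect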
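assay system = human HeLa cells, endogenous beta-catenin | times = compound treatment 24 h, 37°C, 5% CO2 | detection = Anti-beta-catenin immunofluorescence on PFA-fixed, Triton-permeabilized cells, DAPI nuclei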
human PMI inhibitors – human PMI inhibitors, high substrate, primary screen, biochemical, fluorescence intensity, high mannose 6-phosphate (AID 1220). recombinant PMI enzyme, coupled fluorescence intensity; higher % means a stronger effect. 0.66% of 190,000 active. inhibition, % at 20 µM; hits with a dose series show IC50 in µM. Mannose-6-phosphate isomerase (Homo sapiens)
PMI inhibitors – inhibitors of human PMI, primary screen, biochemical, fluorescence intensity, coupled assay (AID 1209); Mannose-6-phosphate isomerase (Homo sapiens); purified PMI enzyme, coupled fluorescence intensity; higher % means a stronger effect; inhibition, % at 20 µM, or IC50 in µM where a hit was titrated; 0.42% of 190,000 active;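 further: plate controls were DMSO vehicle for no effect and wells lacking substrate for full effect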
Insulin prom up cell count – second read-out of Insulin prom up, no call of its own (marks repeat the call); cell count; measured here: cytotoxicity, nuclei count;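 total cells summed across four imaged fields per well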
Lipid droplet cells 6.5 µM – recorded beside Lipid droplet, whose call it bears; cell count; measured here: cell count, cytotoxicity flag;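 cells counted across two imaged fields per well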
b-catenin transl cell count 5 µM – further read-out of b-catenin transl, marked with its call; cell count; measured here: cell count, cytotoxicity flag
T cell HTS vesicle-bound % – further read-out of T cell HTS, marked with its call; double positive events, %; measured here: CD8+ vesicle-bound cell fraction;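 binding gate set so that unloaded-vesicle control wells show 10% double positive cells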
MT stabilize HCS Hoechst-high % – recorded beside MT stabilize HCS, whose call it bears; % Hoechst-high responders; measured here: nuclear condensation Hoechst responders;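 share of cells brighter than vehicle mean plus two SD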
MT stabilize HCS cytotoxicity % – also measured in MT stabilize HCS; calls as there; toxicity, %; measured here: cytotoxicity by cell density;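 0% = mean cell density of plate MIN control wells and 100% = no cells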
Autophagy HCS cell loss 18 h – recorded beside Autophagy HCS, whose call it bears; toxicity, %; measured here: cell loss, nuclei count;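 cell loss after 18 h compound exposure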
Active calls of the source: *; i = inactive; u = inconclusive; x = not tested or not shown. Unless noted, no stated cut-off is given here; in the data, active means inhibition above about 50%; inactive means the rest.

SMILES	Insulin prom up	Insulin prom up cell count	TNAP activators	T cell HTS	T cell HTS vesicle-bound %	Lipid droplet	Lipid droplet cells 6.5 µM	MT stabilize HCS	MT stabilize HCS Hoechst-high %	MT stabilize HCS cytotoxicity %	Autophagy HCS	Autophagy HCS cell loss 18 h	b-catenin transl	b-catenin transl cell count 5 µM	human PMI inhibitors	PMI inhibitors
O=C(O)CCC(=O)N1c2ccccc2NC2=C(C(=O)CC(c3ccc(F)cc3)C2)C1c1ccc([N+](=O)[O-])o1 (stereo not given)	-0.03	1417	1.1	i	31	-38	693	2.7	1.5	3.6	i	-14	-1.3	947	-2%	-11%
c1ccc(-n2ncc3c2ncn2cnnc32)cc1	0.98	1501	0.2	i	15	x	x	2.0	2.0	1.6	i	6	-0.2	1276	1%	1%
Cc1ccc(C(C(=O)NCc2ccco2)N(CC2CCCO2)C(=O)Cn2nnc3ccccc32)cc1 (stereo not given)	0.49	1418	1.1	i	50	x	x	2.3	1.3	3.0	i	-2	-2.7	872	-7%	-12%
CC1CCCCC1NC(=O)COC(=O)Cc1ccc(Br)cc1 (stereo not given)	-0.88	1226	1	i	24	-2	683	8.1	1.6	8.2	i	9	-3.0	1092	-5%	-5%
COc1cc(NC(=O)Cc2ccc(Cl)cc2)ccc1NC(=O)c1ccco1	x	x	1	i	29	x	x	4.4	3.1	3.7	i	-2	x	x	0%	-6%
O=C(NCc1ccc(Cl)cc1)C1CCN(c2cnccn2)CC1	-0.38	1268	1.1	i	28	3	707	4.0	1.8	5.7	i	-3	-0.2	1080	-4%	-14%
O=[N+]([O-])c1c(Nc2ccc(O)cc2)cc(N2CCOCC2)c2nonc12	0.21	1441	0.9	i	59	5	677	2.1	3.3	11	i	12	-0.5	1031	11%	10%
COC(=O)C(C(=O)OC)c1ccc(N)cc1	0.51	1325	1.1	i	38	4	707	2.1	4.3	10	i	-6	0.2	1032	10%	5%
O=C(Nc1ccccc1F)c1ccc2nc(N3C(=O)CCC3=O)sc2c1	0.77	1460	1.1	i	31	x	x	1.4	1.3	7.2	i	-3	3.0	1384	5%	4%
O=C(Cc1cccs1)Nc1nc(-c2ccccc2)cs1	0.05	525	1.2	i	17	1	756	3.0	1.9	3.8	i	-9	x	x	3%	6%
COc1cc(OC)c(OC)cc1/C=C/c1cc(C(F)(F)F)[nH]c(=O)n1	0.45	1529	1.1	i	23	11	676	1.2	1.7	3.4	i	-4	0.5	1566	x	x
CCN(CC(N)=O)S(=O)(=O)c1ccc(F)cc1	-0.51	1557	1.1	i	67	-4	663	3.5	1.1	2.5	i	-1	11	878	-6%	-4%
CN(CCCN1CCOCC1)Cc1cn(C)nc1-c1ccccc1F	-0.08	1413	1.1	i	52	7	742	4.3	2.6	4.6	i	20	-0.5	936	21%	20%
Cc1ccc(SCC(=O)N2CCCC2)cc1	0.02	1237	1.1	i	33	x	x	2.2	1.8	1.0	i	1	-3.5	919	6%	3%
CNC(=S)NN(c1ccccc1)c1ccccc1	x	x	1.1	i	11	x	x	2.5	1.0	2.4	i	-3	x	x	0%	4%
CC(NC(=O)Nc1ccc([N+](=O)[O-])cc1)C(c1cccs1)N1CCCC1 (stereo not given)	-0.39	1277	1	i	45	-90	557	2.0	3.7	8.3	i	2	5.6	463	0%	2%
CCOc1ccccc1NS(=O)(=O)c1c(C)noc1C	0.49	1090	1	i	33	x	x	2.2	1.1	1.1	i	-2	-6.8	845	54%*	12%
COc1ccc2nc(SC)cc(C)c2c1	-0.1	1391	x	i	16	-2	689	x	x	x	x	x	1.7	1261	x	x
Cc1nc2nc(-c3cccs3)cn2nc1C	0.6	1208	1.1	i	11	x	x	4.7	3.5	3.4	i	-6	1.4	1135	-66%	-49%
Cc1cccn2c(CNCC3OCCc4ccccc43)c(C(=O)N3CCCCC3)nc12 (stereo not given)	-0.68	1349	1.1	i	59	-2	722	1.8	1.7	0.5	i	6	1.6	1103	-2%	11%
O=C(Cc1c(O)c2ccccc2[nH]c1=O)OC1CCCCC1	0.09	1285	1.1	i	48	x	x	1.6	1.9	9.5	i	-3	-4.5	1012	6%	-2%
O=c1cc[nH]c2cccc(Cc3ccccc3)c12	x	x	1.1	i	38	x	x	1.2	1.3	5.6	i	-4	x	x	-4%	-9%
Cc1cc(C)c(S(=O)(=O)c2ccccc2)c(N(C)C)n1	0.12	1439	1.1	i	12	x	x	2.8	1.3	9.3	i	-18	-0.5	1419	-4%	2%
O=C(c1ccco1)N1N=C(c2ccccc2)CC1c1ccc2nccnc2c1 (stereo not given)	-0.09	1177	x	i	21	1	746	x	x	x	x	x	1.2	1283	x	x
CCc1c(C)nc2nc(NC(C)=O)[nH]n2c1=O	0	962	1.1	i	34	4	751	1.8	1.7	8.4	i	-7	-2.5	1213	-7%	2%
Fc1cccc(CSc2ccc(-c3ccco3)nn2)c1	0	1487	0.9	i	44	27	647	7.5	2.1	6.9	i	-1	-0.6	1095	2%	6%
O=C(Nc1ccc(OC(F)F)c(Cl)c1)[C@@H]1CCCN1C(=O)c1cccs1	0.14	1285	1	i	25	-3	689	3.1	1.7	14	i	-23	0.2	1098	4%	13%
COc1cccc(NC(=O)Nc2nccc(C)n2)c1	-0.08	1475	1.1	i	51	-4	741	5.5	1.6	2.5	i	-24	-0.5	1033	1%	6%
CCn1c(O)c(C=NCCN2CCOCC2)sc1=S	-1.1	1017	1.1	i	5	6	762	3.6	2.5	4.5	i	11	0.0	1118	-2%	-4%
COc1ccc(/C=N/NS(C)(=O)=O)c(OC)c1	0.02	1236	1.1	i	45	2	679	5.8	1.9	7.6	i	24	5.3	444	8%	2%

Reprinted from the part before: two entries, followed by the next part.
SMILES	Insulin prom up	Insulin prom up cell count	TNAP activators	T cell HTS	T cell HTS vesicle-bound %	Lipid droplet	Lipid droplet cells 6.5 µM	MT stabilize HCS	MT stabilize HCS Hoechst-high %	MT stabilize HCS cytotoxicity %	Autophagy HCS	Autophagy HCS cell loss 18 h	b-catenin transl	b-catenin transl cell count 5 µM	human PMI inhibitors	PMI inhibitors
CCn1c(O)c(C=NCCN2CCOCC2)sc1=S	-1.1	1017	1.1	i	5	6	762	3.6	2.5	4.5	i	11	0.0	1118	-2%	-4%
COc1ccc(/C=N/NS(C)(=O)=O)c(OC)c1	0.02	1236	1.1	i	45	2	679	5.8	1.9	7.6	i	24	5.3	444	8%	2%
O=C(N/N=C/c1cccnc1)c1ccc([N+](=O)[O-])cc1	x	x	1.1	i	30	x	x	3.2	1.5	3.8	i	22	x	x	5%	10%
O=C(NCCCNc1ccc(C(F)(F)F)cc1[N+](=O)[O-])c1cc(F)c(F)cc1Cl	0.23	1659	0.9	i	24	x	x	1.6	1.0	1.2	i	26	-0.8	1324	6%	14%
Cc1nc(SCC(O)CCl)c([N+](=O)[O-])[nH]1 (stereo not given)	x	x	1	i	28	12	738	4.4	1.9	6.9	i	-4	5.8	377	-16%	-17%
S=C(N/N=C/c1ccc2ncccc2c1)Nc1cccnc1	0.29	1533	1.5	i	29	-14	602	3.6	2.0	3.4	i	18	-1.5	1047	2%	8%
COc1ccc(-n2nc3c(c2NC(=O)c2cc(Br)ccc2Cl)CS(=O)C3)cc1 (stereo not given)	-1.2	907	1	i	38	x	x	4.9	3.0	4.5	i	9	x	x	-4%	-6%
CCc1cc2c(=O)n(CC(=O)NCCc3ccc(OC)c(OC)c3)cnc2s1	-1.2	1585	1.1	i	46	2	655	1.5	1.1	5.8	i	16	-1.0	993	0%	3%
COCCN1C(=O)c2ccccc2C(C(=O)NCc2ccco2)C1c1c[nH]c2ccccc12 (stereo not given)	-0.28	1320	1.1	i	38	x	x	3.7	3.1	8.3	i	-5	2.6	671	1%	1%
CC(C)(C)c1cc(NC(=O)COC(=O)C2CC2)n(-c2ccccc2)n1	-0.54	997	1	i	40	x	x	5.2	4.1	6.6	i	27	-0.6	1155	10%	13%
Cc1ccc(S(=O)(=O)n2cnc3ccccc32)cc1	-0.26	1142	1	i	46	10	743	3.9	2.1	8.4	i	4	-7.7	1133	-21%	-19%
N#Cc1c(NC(=O)/C=C/c2ccco2)sc2c1CCCC2	-1.1	803	1.1	i	30	u	x	5.2	42	43	i	52	106*	388*	14%	21%
O=C(CNCC1CCCO1)Nc1ccccc1N1CCOCC1 (stereo not given)	0.04	1468	1.1	i	27	x	x	2.0	1.6	0.8	i	-2	-3.9	761	1%	2%
Cc1nn(-c2ccccc2)c(Cl)c1/C=C/C(=O)c1ccccc1	-0.62	954	1.2	i	57	x	x	1.2	1.3	5.7	i	36	x	x	-21%	-9%
O=C(CCSc1ccccc1)Nc1nc2c(s1)COc1ccccc1-2	1.1	807	1.1	i	41	36	661	2.4	1.4	9.4	x	x	0.0	1025	23%	20%
CC(C)(C)OC(=O)N1CCNc2ccccc2C1	-0.07	1857	1.1	i	36	-6	738	4.7	4.6	12	i	-1	-2.2	1129	10%	12%
COC(=O)c1cc(OC)c(OC)cc1NCC(=O)Nc1cccc(C(F)(F)F)c1	-0.52	1217	1.2	i	5	4	616	1.4	2.1	14	i	-8	-2.5	979	37%	17%
Cc1ccc(C(=O)Nc2c(C(=O)NCc3ccco3)cnn2-c2ccccc2)cc1	-0.83	1211	1.1	i	35	x	x	5.8	3.4	9.3	i	-2	5.6	1373	1%	3%

Assay outcomes deposited in PubChem by several laboratories.
